# TNFa cytotox: toxic to HUVEC cells under TNF alpha stimulation; HUVEC TNFalpha-stimulated, Hoechst cell count, imaging; cell count reduction, % at 2 µM; actives 0.17% (n = 93,000);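 active means cell count reduction exceeding the screen mean by over 5 SD, scaled to untreated wells per plate, cut at about 78% in these data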;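 further: cells counted after 24 h of TNF alpha exposure following the 1 h pretreatment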
# DAT uptake mod: changed human dopamine transporter uptake under cocaine IC80 | Q01959 | actives 1.3% (n = 110,000) | B-score at 10 µM | LLC-PK1 hDAT cells, [14C]-dopamine uptake with cocaine IC80; actives deviate in either direction;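 active means Z score or B-score, a plate-position-corrected score, falls beyond the plate's 99.7% confidence bounds, in either direction; inactive means both scores lie inside the 99.7% bounds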;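 further: scored against the spread of the other compound wells on the same plate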
# Target sequence (Q01959 whole entry, looked up): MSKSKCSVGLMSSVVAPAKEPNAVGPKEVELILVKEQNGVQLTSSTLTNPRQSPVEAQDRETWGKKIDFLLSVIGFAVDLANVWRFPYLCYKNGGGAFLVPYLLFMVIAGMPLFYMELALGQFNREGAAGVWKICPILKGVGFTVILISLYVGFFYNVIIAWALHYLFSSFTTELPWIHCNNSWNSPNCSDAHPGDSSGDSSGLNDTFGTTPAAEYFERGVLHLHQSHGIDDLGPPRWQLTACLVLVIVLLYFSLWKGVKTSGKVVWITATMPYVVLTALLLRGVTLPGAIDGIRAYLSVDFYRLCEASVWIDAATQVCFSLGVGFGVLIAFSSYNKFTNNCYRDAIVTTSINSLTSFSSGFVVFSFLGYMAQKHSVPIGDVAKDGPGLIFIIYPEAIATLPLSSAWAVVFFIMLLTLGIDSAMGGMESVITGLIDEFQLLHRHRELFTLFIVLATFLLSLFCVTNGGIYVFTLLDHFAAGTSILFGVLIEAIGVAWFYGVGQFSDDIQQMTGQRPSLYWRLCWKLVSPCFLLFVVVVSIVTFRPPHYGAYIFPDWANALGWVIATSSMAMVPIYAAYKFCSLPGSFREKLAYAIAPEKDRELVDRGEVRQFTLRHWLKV
# F-actin modifier: alters cytoskeleton assembly in HUVEC cells | inhibition, % at 2 µM | actives 0.18% (n = 91,000) | HUVEC TNFa F-actin phalloidin imaging, high content;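 active means inhibition above the batch mean plus 3 SD and confirmed as a hit by visual image inspection, cut at about 30% in these data, passing the limit was not always enough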; further: strong numbers were not always called active
# Calb biofilm kill: kills Candida albicans biofilms | C. albicans biofilm + clotrimazole, Alamar Blue | actives 0.14% (n = 85,000) | inhibition, % at 6 µM;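 active means inhibition above 20%; inactive means inhibition below 20%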;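 further: preformed 24 hr biofilms exposed to compound for 48 hr; 0% = biofilm without compound and 100% = blank killed by clotrimazole plus chlorhexidine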
# LYP inh 2: inhibitors of human LYP (PTPN22) phosphatase | recombinant LYP catalytic domain, DiFMUP fluorescence | inhibition, % at 2 µM | actives 0.21% (n = 96,000);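 active means inhibition at 2 µM at or above a set limit, the screen mean plus 3 SD, cut at about 24% in these data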;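 further: 0% = DMSO with enzyme and 100% = enzyme fully blocked by orthovanadate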
# MT1-MMP txn act: MT1-MMP promoter transcription activation; HT1080 MT1-MMP promoter luciferase reporter, luminescence, overnight; stronger effect = higher value; activation factor at 10 µM; actives 0.16% (n = 86,000); AID 750;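 active means activation factor of at least 2 for MT1-MMP transcription at 10 µM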
# Smad3 FoxH1 inh: blocks human Smad3 binding to FoxH1 peptide. P84022. TR-FRET Smad3/Dy647-FoxH1 peptide binding, europium anti-His. inhibition, % at 25 µM. actives 0.29% (n = 88,000). AID 630;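 active means compounds that reduce the energy-transfer binding signal between the protein and its labelled peptide by more than half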;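 further: 0% = Smad3 plus labelled peptide maximal FRET and 100% = peptide-only background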
# Target sequence (P84022 whole entry, looked up): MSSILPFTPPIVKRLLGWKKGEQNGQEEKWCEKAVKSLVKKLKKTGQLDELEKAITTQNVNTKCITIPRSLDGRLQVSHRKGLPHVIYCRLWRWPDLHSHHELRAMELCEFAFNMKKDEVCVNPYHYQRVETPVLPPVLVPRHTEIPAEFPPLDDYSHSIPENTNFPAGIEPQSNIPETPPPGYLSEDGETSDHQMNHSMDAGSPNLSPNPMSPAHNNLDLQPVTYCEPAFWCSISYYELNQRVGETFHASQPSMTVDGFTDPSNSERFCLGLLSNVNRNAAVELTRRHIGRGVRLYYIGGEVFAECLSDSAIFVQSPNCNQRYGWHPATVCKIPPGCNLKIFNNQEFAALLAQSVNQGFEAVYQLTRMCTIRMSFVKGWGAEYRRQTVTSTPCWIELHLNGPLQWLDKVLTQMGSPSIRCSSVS
# VCAM1 TNFa inh: reduces TNF alpha induced VCAM1 expression in HUVEC; HUVEC TNFa-induced VCAM-1 immunofluorescence, high-content imaging; inhibition, % at 2 µM; actives 0.48% (n = 95,000); AID 802;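 active means inhibition above the batch mean plus 3 SD, with images confirmed as a hit by eye, cut at about 37% in these data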;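 further: 0% = TNF-stimulated DMSO wells and 100% = unstimulated control wells; not every result past the cut was called active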
# IL1B cytotox: toxic to HUVEC cells under IL-1B stimulation; HUVEC cell count loss, Hoechst imaging, IL-1B stimulated; cell count reduction, % at 2 µM; actives 0.41% (n = 94,000); AID 845;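 active means cell count reduction more than 3 SD above the screen-wide mean, cut at about 70% in these data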;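 further: normalized per plate to untreated control cells as the no-loss baseline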
# Numbers without * were called inactive; x = not tested or not shown; [ ] = dose if it differs, or a comment.
SMILES	TNFa cytotox	DAT uptake mod	F-actin modifier	Calb biofilm kill	LYP inh 2	MT1-MMP txn act	Smad3 FoxH1 inh	VCAM1 TNFa inh	IL1B cytotox
CCNC(=O)N1CCNC(=O)C1CC(=O)OC (stereo unspecified)	12	0.18	-13	10	0	1	0	-10	5
CCC(CC)C(=O)NCCc1cc2c(OC)ccc(OC)c2[nH]c1=O	-34	-1.8	x	2	-16	1	-4	-7	-36
COc1ccc(CCNC2CCN(C)CC2)cc1OC	-4	1.3	-8	10	-13	1.2	1[fluorescence artefact?]	16	-8
Cc1nn(C)c(C)c1CN(C)C(=O)c1cc2nc(-c3ccco3)cc(C(F)(F)F)n2n1	-4	1.5	-5	6	-5	1.1	7	27	9
Cc1cc(Cl)ccc1OCC(=O)N/N=C1\CCCc2ccccc21	7	-1.1	x	x	5	x	x	7	-4
COc1cccc(CNC(=O)Cc2c(C(=O)O)[nH]c3ccccc23)c1	49	0.52	-4	-2	-6	1.1	3	8	17
COc1ccc(NC(=O)CC2C(=O)N(CCc3ccccc3)C(=S)N2Cc2cccnc2)cc1 (stereo unspecified)	x	-0.089	17	x	4	x	x	-9	-13
COc1ccccc1S(=O)(=O)Cc1ccc(C(=O)N2CCOCC2)o1	-33	-1.2	2	-1	6	1.1	15	17	2
CCC(CC)c1nc(NCCC(=O)O)c2ccccc2n1	-5	0.097	-28	4	-4	1.1	6	0	-1
COc1ccc(NC(=O)CSc2nnc(-c3ccoc3C)n2CCc2ccccc2)cc1	-24	4.2*	42	6	3	1	0	-1	6
O=C(Nc1ccc(C(F)(F)F)cc1Cl)c1ccc(Cn2cc(Br)cn2)o1	-5	-0.036	-3	4	2	1.1	3	17	-26
C/C(=N\NC(=O)c1c(Br)c(C)nn1C)c1cccc(NC(=O)C2CCC2)c1	9	x	-27	x	5	x	x	-5	-7
Cc1c(NC(=O)C(C)Sc2nc3ccccc3c(=O)n2CCO)c(=O)n(-c2ccccc2)n1C (stereo unspecified)	-31	-0.38	-13	7	-8	1.1	6[fluorescence artefact?]	11	-10
COc1ccc(C(=O)N2CCN(c3c(C)cccc3C)CC2)cc1OC	-10	1.6	2	-7	-6	1.2	4	6	4
O=C(COc1ccccc1)N1CCN(c2ncnc3c2cnn3-c2ccccc2)CC1	-27	3.3	-27	2	2	1	-5	6	-18
NC(=O)c1ccc(NC(=O)CCCN2C(=O)c3ccccc3C2=O)cc1	-10	-0.11	-5	5	-9	1.1	2	7	-23
COc1ccc2[nH]c(=O)c(CN(CCN(C)C)C(=O)NCc3ccccc3)cc2c1	-28	0.4	20	2	-9	1.2	7	8	-11
O=C(c1ccccc1-c1ccccc1)N1CCOCC1	-10	0.41	-8	9	11	1	-1	11	0
O=C1c2ccccc2NC(c2ccc(Cl)cc2Cl)N1O (stereo unspecified)	-28	0.5	29	7	5	1.1	10	4	-41
O=C1CCCN1c1ccc(S(=O)(=O)Oc2cccc(Cl)c2)cc1[N+](=O)[O-]	-10	-1.1	23	x	-10	x	x	4	-13

# Some entries already given, reduced to VCAM1 TNFa inh and TNFa cytotox:
SMILES	VCAM1 TNFa inh	TNFa cytotox
COc1ccccc1S(=O)(=O)Cc1ccc(C(=O)N2CCOCC2)o1	17	-33
O=C(c1ccccc1-c1ccccc1)N1CCOCC1	11	-10
COc1ccc(NC(=O)CC2C(=O)N(CCc3ccccc3)C(=S)N2Cc2cccnc2)cc1 (stereo unspecified)	-9	x

# Next section:
SMILES	TNFa cytotox	DAT uptake mod	F-actin modifier	Calb biofilm kill	LYP inh 2	MT1-MMP txn act	Smad3 FoxH1 inh	VCAM1 TNFa inh	IL1B cytotox
CNc1ccccc1-c1nc2ccccc2n(C)c1=O	-5	0.039	-8	1	4	1	-13[fluorescence artefact?]	-32	-13
O=C(CN1CCN(c2ccccn2)CC1)Nc1ccc(F)cc1	-23	0.12	11	5	4	1.1	13[fluorescence artefact?]	5	9
COc1ccc(N2CCN(CC(=O)Nc3nc4c(s3)CC(C)CC4)CC2)cc1 (stereo unspecified)	-38	2	29	8	8	1	8	16	-11
Cc1ccc(Nc2cc(-n3nc(C)cc3C)ncn2)cc1	5	0.49	-14	3	5	1	-6	6	-35
Cc1ccc(C(=O)NCc2ccc(Cl)cc2)o1	-5	-0.27	7	3	-3	1.1	-3	-4	-14
CC1CCCN(c2nc3ccsc3c(=O)s2)C1 (stereo unspecified)	91*	-0.63	-21	10	-11	1.5	7	92*	-7
Cc1nc2sc(C(c3ccc(Cl)cc3)N3CCN(C(=O)c4ccco4)CC3)c(O)n2n1 (stereo unspecified)	-18	1.8	-1	-4	2	1.1	-4	7	-11
O=C(COc1ccc(Cl)cc1)Nc1ccccc1CO	x	1.6	x	5	x	1.4	3	x	x
O=C(O)c1ccnc(C(=O)O)c1	-13	0.0084	1	x	-8	x	x	16	-8
COc1cccc(C(=O)Nc2cccc(-c3nnc(-c4ccco4)o3)c2)c1	4	-0.0094	-10	-2	18	0.9	13	-11	-5
CNCc1ccccc1Sc1ccc(OC)cc1	-2	x	22	x	0	x	x	10	-55
CCCC(c1nnnn1C1CCCC1)N1CCN(c2ccccc2F)CC1 (stereo unspecified)	-31	-0.51	9	9	-9	0.9	-15	7	3
COc1ccccc1NC(=O)Cc1noc(CSc2cccc[n+]2[O-])n1	-15	-0.27	4	x	-3	x	x	0	1
Cc1ccccc1C(=O)N1CCN(c2nc(N3CCOCC3)nc(N3CCOCC3)n2)CC1	-23	-0.29	-2	9	-13	x	-11	-19	3
Fc1ccc(OCc2nn3cnnc3s2)cc1	x	-0.068	x	6	x	1.1	-7	x	x
COc1ccc(CCNc2oc(-c3ccc(OC)c(OC)c3)nc2C#N)cc1	20	0.041	0	6	-3	1.1	3	24	9
CCOc1ccc2c(c1)c1nnc(SCC(=O)N3CCC(C)CC3)nc1n2C	-15	0.16	-15	3	-2	1.1	2	-36	-29
O=S(=O)(NCCOCC(F)(F)C(F)F)c1ccc2oc3ccccc3c2c1	-19	0.19	-37	9	17	1.2	-1	-15	-37
CCC1CCCCN1C(=O)Nc1ccc(F)cc1 (stereo unspecified)	4	0.1	3	3	-11	1	5[fluorescence artefact?]	10	3
Cc1oc(-c2ccc3c(c2)OCCO3)cc1C(=O)NC(CCC(=O)O)C(=O)O (stereo unspecified)	-13	-0.34	-3	4	2	1.4	3	6	17
Cc1ccccc1NC(=O)NCC1CCCO1 (stereo unspecified)	-43	0.083	12	10	4	x	-2	17	-18
COCCNS(=O)(=O)c1ccccc1	-35	0.37	8	6	-9	1	-7	8	-2
C=C(C)Cn1c(C)cc(C)c(S(=O)(=O)c2ccccc2C)c1=O	5	0.046	-19	-2	8	1	5	-2	-7
COc1ccc(S(=O)(=O)n2nc(C)cc2C)c(C)c1C	-38	-0.9	13	5	1	1.2	5	4	4
COc1c(F)c(F)c(C(=O)Nc2ccc(N3CCN(Cc4ccccc4)CC3)cc2)c(F)c1F	5	-0.25	12	-4	-2	0.9	-4	-14	-5
Cc1nc(C)n(CC(O)COc2ccc3cc(Br)ccc3c2)n1 (stereo unspecified)	-7	1.6	-1	12	-6	1	18	-23	-57
O=C(Cc1cccs1)NCc1cccnc1	-10	-0.8	1	5	1	1.1	-10[fluorescence artefact?]	17	-21
CCN(CC)c1ccc(C=Nc2ccc(C)cc2)c(O)c1	-13	-0.75	-5	7	-2	1.1	-3	46	-36
CCOC(=O)CSc1nnc(Cn2nnc(-c3ccccc3)n2)n1CC	-24	-0.19	12	8	-15	1.1	-5	18	-39
Cc1ccc(Cl)c2c1NC(=O)C2(O)CC(=O)c1ccc(F)cc1 (stereo unspecified)	-6	0.28	x	10	-2	1.1	7	21	-6
C=CCc1cccc2cc(C(=O)N3CCN(C(=O)c4ccco4)CC3)c(=O)oc12	2	-0.21	7	7	-2	1.1	16	3	-27
Cc1cccc(-c2noc(CCCC(=O)N3CCOCC3)n2)c1	-7	-0.17	-22	7	-4	1.2	0	14	-14
O=C1NCCCC2c3c(cc(Br)c(O)c3Br)OC12N1CCCCC1 (stereo unspecified)	-31	0.016	16	1	-27	1.1	-13	-9	4
COc1ccc(Cn2ccnc2)cc1Br	-6	-0.35	5	7	-12	0.9	-3	16	-10
COc1ccc(C2C(=O)N(C3CCCCC3)CC(=O)N2Cc2ccco2)cc1 (stereo unspecified)	9	0.49	-13	0	6	1.1	-1	-17	-34
CCCOC(=O)c1cccc(NC(=O)c2cccnc2)c1	-36	1.7	6	9	-10	1.2	16[fluorescence artefact?]	18	-36
CCOCCCNC(=O)C1CCC(CNS(=O)(=O)c2ccc(F)cc2)CC1 (stereo unspecified)	-7	0.54	5	-2	-8	1.2	8	-3	-8
CCN(CC)c1nc(C(N)=O)cc(-c2ccccc2)n1	-21	1.5	-12	3	4	0.9	-4	8	-12
O=c1nc(N(c2ccccc2)c2ccccc2)[nH]c(=O)[nH]1	-20	-0.3	6	6	1	1.1	4	-4	1
COc1ccc(-n2nnnc2SCC(=O)c2ccc(O)c(O)c2)cc1	-21	-0.15	-8	8	35*	1.1	2	-2	-26

# VCAM1 TNFa inh: what is marked active above.
SMILES | DAT uptake mod | F-actin modifier | LYP inh 2 | MT1-MMP txn act | Smad3 FoxH1 inh | VCAM1 TNFa inh
CC1CCCN(c2nc3ccsc3c(=O)s2)C1 (stereo unspecified) | -0.63 | -21 | -11 | 1.5 | 7 | 92*

# Next results:
SMILES	TNFa cytotox	DAT uptake mod	F-actin modifier	Calb biofilm kill	LYP inh 2	MT1-MMP txn act	Smad3 FoxH1 inh	VCAM1 TNFa inh	IL1B cytotox
Cc1cc(NC(=O)c2ccc(S(=O)(=O)Nc3ccccc3)cc2)no1	-14	0.64	19	6	-2	1.1	2	-7	3
O=c1c2ccccc2nc(-c2ccc(Cl)cc2Cl)n1CCCn1ccnc1	-12	-0.023	7	5	10	1.2	-18	-2	-4
O=C(Cn1cnc2ccccc2c1=O)Nc1ccc2c(c1)OCCO2	-21	0.54	-27	0	-5	1.4	-16	13	-2
CCCS(=O)(=O)N1CCC(C(=O)NCCN(C)Cc2ccccc2)CC1	2	-1.6	-9	4	-13	1.1	14[fluorescence artefact?]	-15	-22
Cc1nn(-c2ccccc2)c2[nH]c(=O)c(CNCCN3CCOCC3)cc12	17	-0.25	-3	2	2	0.9	-1	-2	-3
O=c1c2cccnc2[nH]c(=S)n1CCCN1CCN(c2ccc(F)cc2)CC1	-14	0.039	-26	1	12	1.1	8	-13	-2

# 4 structures already listed, sorted by molecular weight, descending.
SMILES	TNFa cytotox	DAT uptake mod	F-actin modifier	Calb biofilm kill	LYP inh 2	MT1-MMP txn act	Smad3 FoxH1 inh	VCAM1 TNFa inh	IL1B cytotox
O=c1c2ccccc2nc(-c2ccc(Cl)cc2Cl)n1CCCn1ccnc1	-12	-0.023	7	5	10	1.2	-18	-2	-4
CCCS(=O)(=O)N1CCC(C(=O)NCCN(C)Cc2ccccc2)CC1	2	-1.6	-9	4	-13	1.1	14[fluorescence artefact?]	-15	-22
Cc1nn(-c2ccccc2)c2[nH]c(=O)c(CNCCN3CCOCC3)cc12	17	-0.25	-3	2	2	0.9	-1	-2	-3
O=C(Cn1cnc2ccccc2c1=O)Nc1ccc2c(c1)OCCO2	-21	0.54	-27	0	-5	1.4	-16	13	-2

# From PubChem BioAssay

# These rows are one share of the data; the hit share may differ from the screen's.
